Screening results as filed in PubChem.
APJ antagonist: antagonists of human apelin receptor APJ, primary screen, CHO-K1 cells, beta-arrestin complementation, luminescence | inhibition, % at 20 µM | 0.32% of 330,000 active | AID 2521, 2010;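 active = inhibition above about 40% at 20 µM, limit read from the data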;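 also: cells challenged with 10 nM apelin-13 agonist together with compound; plate controls were apelin-13 plus DMSO wells for no effect and DMSO wells lacking apelin-13 for full effect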
Target sequence (P35414 whole entry, looked up): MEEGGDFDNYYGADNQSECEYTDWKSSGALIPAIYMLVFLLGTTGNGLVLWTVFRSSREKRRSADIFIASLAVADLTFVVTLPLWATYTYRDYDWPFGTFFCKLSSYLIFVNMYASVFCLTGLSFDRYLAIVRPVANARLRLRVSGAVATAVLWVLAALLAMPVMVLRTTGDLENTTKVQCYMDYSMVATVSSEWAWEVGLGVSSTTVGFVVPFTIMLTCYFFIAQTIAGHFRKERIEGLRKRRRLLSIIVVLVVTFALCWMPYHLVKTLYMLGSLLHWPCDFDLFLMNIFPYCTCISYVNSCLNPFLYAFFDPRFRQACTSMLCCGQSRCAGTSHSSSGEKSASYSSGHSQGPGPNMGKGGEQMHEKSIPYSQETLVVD
GRIN3A LBD mod: binders of NR3A ligand-binding domain, primary screen, biophysical, differential scanning fluorimetry, uHTS | AID 1259313, 2017 | Glutamate receptor ionotropic, NMDA 3A (GRIN3A) ligand-binding domain | Tm shift relative to glycine control, % at 25 µM | NR3A LBD differential scanning fluorimetry, Tm shift; 0% = protein alone, 100% = glycine-bound protein | 2.5% of 340,000 active;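 active = melting temperature shift of at least 10% of the positive control shift, at one fixed dose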
APJ agonist: agonists of human apelin receptor APJ, primary screen, CHO-K1 cells, PathHunter beta-arrestin, luminescence; P35414; 0% DMSO wells, 100% apelin; activation, % at 20 µM; 0.11% of 330,000 active; AID 2520, 2010;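 active = activation more than six SD over the plate average, tested at 20 µM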;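 also: 0% = DMSO alone and 100% = apelin-13 at 10 nM; some results filed as inactive read as strong as hits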
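Test system: CHO-K1 APJ beta-arrestin complementation cell line | Compound: Single test compound dose, 20 µM final, 1% DMSO | Incubation: Compound 90 min 25 °C, reagent 1 h | Measured by: beta-gal luminescence | Read-out basis: APJ–arrestin association signal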
MPTP block: mitochondrial permeability transition pore inhibitors, primary screen, biochemical, isolated mouse mitochondria, absorbance; Ca2+ swelling absorbance, 30 min; AID 602449, 2012; 1.4% of 360,000 active; inhibition, % at 10 µM;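 active = inhibition of 50% or more, scaled per plate between neutral and stimulator controls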;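 also: 0% = DMSO wells given calcium and 100% = 1 mM EGTA wells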
tim23-1 inh: growth inhibitors of tim23-1 mutant yeast, primary screen, luminescence, uHTS. inhibition, % at 20 µM. 1.3% of 330,000 active. S. cerevisiae tim23-1 growth, BacTiter-Glo luminescence, 24 h;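 active = growth inhibition of the mutant yeast at or above 50%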;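 also: temperature-sensitive mutant grown at 25 °C; plate controls were DMSO-treated mutant yeast for no effect and medium wells lacking yeast for full effect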
TIM10 inh: growth inhibitors of isogenic TIM10 control yeast, primary screen, counter-screen for tim10-1 yeast inhibitor project, luminescence, uHTS; 1.4% of 330,000 active; AID 463195, 2010; S. cerevisiae TIM10 strain growth, BacTiter-Glo luminescence, 24 h; inhibition, % at 10 µM;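 active = inhibition of 40% or more at the single tested concentration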;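 also: wild-type TIM10 isogenic control strain grown at permissive 25 °C; 0% = DMSO yeast wells and 100% = minimal medium wells without yeast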
tim10-1 inh: growth inhibitors of tim10-1 mutant yeast, primary screen, luminescence, uHTS | S. cerevisiae tim10-1 ts strain growth, BacTiter-Glo, 24 h | inhibition, % at 20 µM | 2.2% of 330,000 active | AID 463190, 2010;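 active = inhibition of at least 40%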;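 also: mutant grown at 25 °C; 0% = DMSO wells with yeast and 100% = wells holding no yeast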
MIN6 prolif: inducers of MIN6 beta-cell proliferation, primary screen, ATP luminescence, uHTS; MIN6 cells proliferation, ATPlite luminescence, 48 h; cells starved in 0.2% serum; 100% = growth in 10% serum; AID 2380, 2010; proliferation, % at 10 µM; 0.29% of 330,000 active;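 active = compounds whose signal lies at least 3.5 SD above the mean of all wells on their plate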;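 also: 0% = DMSO-treated cells in low-serum medium and 100% = 10% serum control; some compounds called inactive have numbers as strong as hits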
NLRP3 yeast inh: NALP3 inflammasome inhibitors in reconstituted yeast, primary screen, luminescence, uHTS. Yeast reconstituted NLRP3/ASC/caspase-1, beta-gal luminescence, 24 h. inhibition, % at 10 µM. 0.39% of 330,000 active;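 active = inhibition of 50% or more; inactive = inhibition below 50%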;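 also: plate controls were induced DMSO wells for no effect and uninduced yeast grown without galactose for full effect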
An asterisk follows results filed as active.

1: CN1CCN(CCC(=O)Nc2ccc(C3CCCC3)cc2)CC1
2: O=C(OCC#CCSc1nnc(-c2ccccc2)o1)c1cc2ccccc2o1
3: NS(=O)(=O)c1cccc(NC(=O)Cn2cnc3ccccc3c2=O)c1
4: CC(C)CNC(=O)COC(=O)CCC(=O)c1ccc(Cl)cc1
5: CC(C)=CC(=O)Nc1ccc(S(=O)(=O)Nc2ccccn2)cc1
6: Cc1cccc(C(=O)NCC(=O)N2CCC2)c1

entry no.	1	2	3	4	5	6
APJ antagonist	10	2	14	-1	5	16
GRIN3A LBD mod	0	-1	1	0	1	1
APJ agonist	-4	1	-5	0	-2	-3
MPTP block	1.1	-2.4	-1.8	-2.1	-0.2	0.3
tim23-1 inh	-6	9	12	11	-2	-3
TIM10 inh	2	12	-23	-2	1	1
tim10-1 inh	5	22	-6	15	13	6
MIN6 prolif	-3	-2	-4	1	-1	-5
NLRP3 yeast inh	10	14	10	-3	13	8

7: COc1cc(Cl)c(S(=O)(=O)N2CCN(Cc3ccc4c(c3)OCO4)CC2)cc1Cl
8: Cc1ccc(-n2nnnc2CS(=O)(=O)c2ccccc2)c(C)c1
9: O=C(C[n+]1ccc2ccccc2c1)Nc1cc(C(F)(F)F)ccc1Cl
10: Cc1nc2cc(NC(=O)Nc3cccc4ccccc34)ccc2n1C
11: CC(OC(=O)Cc1n[nH]c(=O)c2ccccc12)C(=O)Nc1ccccc1[N+](=O)[O-] (centres undefined)
12: CCSc1nsc(NC(=O)Nc2ccccc2OC)n1

entry no.	7	8	9	10	11	12
APJ antagonist	4	-8	-5	2	-30	-3
GRIN3A LBD mod	6	-1	0	-1	1	-7
APJ agonist	0	3	-2	-5	12	1
MPTP block	2.3	-0.4	-1.7	1.3	-0.2	1.8
tim23-1 inh	26	14	0	7	0	22
TIM10 inh	-2	10	24	12	2	-5
tim10-1 inh	31	18	-12	3	11	7
MIN6 prolif	-4	0	-1	-4	3	-1
NLRP3 yeast inh	-12	11	5	2	13	30

13: OCCN1CCN(c2ncnc3scc(-c4ccc(F)cc4)c23)CC1
14: O=C(c1ccccc1)N1CCN(C(=S)NCCc2ccccc2)CC1
15: COc1ccc(NC(=O)c2coc(C)c2)cc1
16: Cc1ccc(C(=O)N/C(=C\c2cccs2)C(=O)NCc2ccncc2)cc1
17: COC(=O)c1cc(OC)c(OC)cc1NC(=O)c1ccccc1
18: NC(=O)[C@@H]1CCCN1C(=O)c1ccc2oc(CCc3ccccc3)nc2c1

entry no.	13	14	15	16	17	18
APJ antagonist	8	0	-1	-17	5	-10
GRIN3A LBD mod	-2	-2	-2	0	3	1
APJ agonist	1	-2	-1	-3	-3	0
MPTP block	-2.3	-0.1	0.3	-2.3	-2.7	-0.1
tim23-1 inh	-9	-6	1	6	24	1
TIM10 inh	9	-11	-8	-8	-2	1
tim10-1 inh	-15	-2	-13	1	13	-15
MIN6 prolif	-1	0	-3	-1	2	-2
NLRP3 yeast inh	4	5	2	8	21	1

19: O=C(O)c1ccc(N2CC3CC(C2)c2cccc(=O)n2C3)c(NC(=S)Nc2ccc(Cl)cc2Cl)c1 (centres undefined)
20: S=C(NCCc1ccccn1)Nc1ccc(Cl)c(Cl)c1
21: O=C(COC(=O)c1c(Cl)cccc1Cl)NCC1CCCO1 (centres undefined)
22: Cc1cc(C)c(C)c(S(=O)(=O)Nc2ccc(O)cc2)c1C
23: O=C(COC(=O)c1cc(=O)[nH]c2ccccc12)c1cccs1
24: c1ccc(CN2CCN(C(c3ccccc3)c3ccccc3)CC2)cc1

entry no.	19	20	21	22	23	24
APJ antagonist	10	-26	4	-27	8	15
GRIN3A LBD mod	-1	-2	0	-5	0	0
APJ agonist	0	-3	-6	6	0	-1
MPTP block	0.5	17	-0.3	-0.1	-1.3	0.5
tim23-1 inh	14	32	-6	11	19	9
TIM10 inh	0	28	-5	11	4	22
tim10-1 inh	15	18	-3	18	20	33
MIN6 prolif	-2	2	5	-1	-5	-5
NLRP3 yeast inh	13	14	14	5	15	-45

25: COc1ccc(Cc2nnc(NC(=O)c3cccc([N+](=O)[O-])c3)s2)cc1
26: CC1=C(n2ccnc2)CCC1=O
27: Cc1ccc(-c2nc(S(=O)(=O)c3ccccc3)c(SCC(=O)NCC3CCCO3)o2)cc1 (centres undefined)
28: COc1ccccc1NC(=O)NNC(=O)c1cc2ccccc2cc1O
29: C#CCOCCOCCOCCNc1nc(N2CCOCC2)nc(N2CCN(C(=O)[C@H](CCC(=O)O)n3cc([C@@H](N)CCCCN)nn3)CC2)n1
30: CCOC(=O)c1ccccc1NC(=O)/C(C)=C/C(=O)O

entry no.	25	26	27	28	29	30
APJ antagonist	7	-3	17	-1	3	9
GRIN3A LBD mod	1	0	-2	6	4	-1
APJ agonist	-4	0	-1	1	-3	-4
MPTP block	3.2	-0.5	-0.7	5.5	2.1	-2.3
tim23-1 inh	-38	1	14	3	10	20
TIM10 inh	-37	-4	22	-9	10	18
tim10-1 inh	-14	-16	9	4	13	34
MIN6 prolif	-1	1	-1	-3	1	-2
NLRP3 yeast inh	-13	8	1	-9	-7	-13

31: CCOC(=O)c1c(OCC)[nH]c2c1cc(O)c1ccccc12
32: Cn1c(=O)c2c(nc(CN3CCN(c4cccc(Cl)c4)CC3)n2CCc2ccccc2)n(C)c1=O
33: Cc1ccc(C(=O)NC2CCN(S(=O)(=O)c3ccccc3)CC2)cc1
34: CN(C)C1(CNC(=O)C2CCC(=O)N(CCc3ccc(Cl)cc3)C2)CCCCC1 (centres undefined)
35: CN(Cc1ccccn1)C(=O)C1CCC(=O)N(CCc2ccc(Cl)cc2)C1 (centres undefined)
36: O=c1ccc(Cl)cn1Cc1ccccc1F

entry no.	31	32	33	34	35	36
APJ antagonist	-66	15	0	7	-11	-2
GRIN3A LBD mod	-13	-4	0	-1	5	1
APJ agonist	14	-10	-2	-7	1	-4
MPTP block	1.8	1.0	-0.1	-1.6	-1.0	1.0
tim23-1 inh	41	15	-3	-2	4	2
TIM10 inh	37	21	8	6	7	-1
tim10-1 inh	43*	17	7	0	4	-7
MIN6 prolif	-4	-3	2	3	1	4
NLRP3 yeast inh	-1	26	-7	15	5	-21

37: CCOC(=O)c1c(NC(=O)c2cc(CC(C)C)on2)sc(C(C)=O)c1C
38: CCC(=O)c1ccc(OCC(=O)N2CCCC2)c(OC)c1
39: C/C=C/Cn1c(SCc2ccc(C)cc2)nc2c1c(=O)[nH]c(=O)n2C
40: COc1cccc(NC(=O)CSc2nnc(C)s2)c1
41: Nc1nnc(SCc2ccc(F)cc2)s1
42: COc1ccc(NC(=S)N2CCNC(=O)C2CC(=O)Nc2ccc(C)cc2)cc1 (centres undefined)

entry no.	37	38	39	40	41	42
APJ antagonist	-4	-8	17	8	-4	23
GRIN3A LBD mod	1	1	2	1	2	-2
APJ agonist	6	-1	-1	0	-3	-2
MPTP block	1.2	-1.5	0.2	0.0	0.6	1.2
tim23-1 inh	17	-4	21	0	11	7
TIM10 inh	-6	-1	-1	-5	-7	-1
tim10-1 inh	2	-1	0	-29	7	7
MIN6 prolif	-1	-2	2	-2	-3	0
NLRP3 yeast inh	5	-2	6	17	19	5

Quoted from above: compounds 34–39
34: CN(C)C1(CNC(=O)C2CCC(=O)N(CCc3ccc(Cl)cc3)C2)CCCCC1 (centres undefined)
35: CN(Cc1ccccn1)C(=O)C1CCC(=O)N(CCc2ccc(Cl)cc2)C1 (centres undefined)
36: O=c1ccc(Cl)cn1Cc1ccccc1F
37: CCOC(=O)c1c(NC(=O)c2cc(CC(C)C)on2)sc(C(C)=O)c1C
38: CCC(=O)c1ccc(OCC(=O)N2CCCC2)c(OC)c1
39: C/C=C/Cn1c(SCc2ccc(C)cc2)nc2c1c(=O)[nH]c(=O)n2C

entry no.	34	35	36	37	38	39
APJ antagonist	7	-11	-2	-4	-8	17
GRIN3A LBD mod	-1	5	1	1	1	2
APJ agonist	-7	1	-4	6	-1	-1
MPTP block	-1.6	-1.0	1.0	1.2	-1.5	0.2
tim23-1 inh	-2	4	2	17	-4	21
TIM10 inh	6	7	-1	-6	-1	-1
tim10-1 inh	0	4	-7	2	-1	0
MIN6 prolif	3	1	4	-1	-2	2
NLRP3 yeast inh	15	5	-21	5	-2	6

Further compounds follow.
43: CCn1c(CNC(=O)COc2ccc(C(C)C)cc2)nnc1SCC(=O)Nc1ccccc1F
44: Cc1ccsc1/C=N/NC(=O)CNC(=O)c1c(F)cccc1Cl
45: O=C1CCCN1C(=O)CSc1ncnc2sccc12
46: O=c1c(Cc2ccc(Cl)cc2Cl)c(O)ccn1CCCN1CCOCC1
47: CCCSc1nnc2n(C)c(=O)c3c4c(sc3n12)CCC4
48: COc1cc(/C(C#N)=C/c2cccc3ccccc23)c([N+](=O)[O-])cc1OC

entry no.	43	44	45	46	47	48
APJ antagonist	9	-6	17	2	6	-1
GRIN3A LBD mod	0	1	0	0	-1	-6
APJ agonist	-2	-3	-1	-4	-2	0
MPTP block	-2.0	-0.7	-1.9	-2.5	-2.5	3.6
tim23-1 inh	3	17	2	7	41	7
TIM10 inh	12	4	-6	-8	28	8
tim10-1 inh	19	17	-18	3	35	21
MIN6 prolif	0	-1	3	0	-2	0
NLRP3 yeast inh	15	10	19	8	14	6

49: CCc1ccc(NC(=S)N2CCN(C)CC2)cc1
50: O=C(CSc1ncnc2c1cnn2-c1ccccc1)NCC1CCCO1 (centres undefined)
51: Cc1ccc(-n2ncc(C(=O)Nc3cc(Cl)ccc3C)c2C2CCNCC2)cc1C
52: COc1cccc(-c2cc(C(=O)N3CCN(S(=O)(=O)c4ccc(Br)cc4)CC3)[nH]n2)c1
53: O=C1OCC(CO)(CO)N=C1NNc1ccccc1[N+](=O)[O-]
54: CC(=O)Nc1ccc(NC2CCCCC2NS(=O)(=O)c2ccccc2)cc1 (centres undefined)

entry no.	49	50	51	52	53	54
APJ antagonist	13	7	5	-11	-3	-12
GRIN3A LBD mod	-2	1	-2	-8	-2	2
APJ agonist	3	-2	-2	5	-5	-5
MPTP block	-0.3	0.2	-2.6	1.7	2.9	-1.4
tim23-1 inh	-13	27	2	13	-34	10
TIM10 inh	-7	9	10	0	-110	4
tim10-1 inh	-12	11	4	20	-11	14
MIN6 prolif	-2	3	-5	6	-2	-3
NLRP3 yeast inh	19	32	-2	4	5	-1

55: CN(C)c1nc(N)nc(CSc2nnnn2-c2cccc3ccccc23)n1
56: CC1Cc2ccccc2N1C(=O)COC(=O)Cn1cnc2ccccc2c1=O (centres undefined)
57: COc1ccccc1CC(NC(C)=O)C(=O)NC1CCN(S(=O)(=O)c2ccccc2)CC1 (centres undefined)
58: COc1cc2c(cc1OC)C(C)N(C(=O)c1cccc([N+](=O)[O-])c1)CC2 (centres undefined)
59: O=C(CSc1nc2ccccc2n1CC(=O)N1CCCCC1)N1CCCCC1
60: CC(C)CNC(=O)/C(C#N)=C1\N=C(NC(=O)c2ccco2)c2ccccc21

entry no.	55	56	57	58	59	60
APJ antagonist	0	2	9	-9	4	-6
GRIN3A LBD mod	1	1	0	-2	-1	-1
APJ agonist	2	-7	1	-1	-4	0
MPTP block	6.0	0.6	-1.0	-1.4	0.5	0.5
tim23-1 inh	-1	4	1	17	1	38
TIM10 inh	11	4	-15	-46	0	27
tim10-1 inh	18	7	-6	-8	9	47*
MIN6 prolif	-2	-1	0	-1	3	-7
NLRP3 yeast inh	9	-4	-8	1	-1	12
